RTF Ca sens inh – cardiac RTF calcium desensitization | P19429+P45379 | IANBD-labeled cardiac RTF, Ca2+ fluorescence | inhibition, % at 7.15 µM | 340,000 compounds, 0.12% hits;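 active = inhibition above the mean inhibition of all tested compounds plus 3 SD, cut at about 17% in these data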;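 note: assay run at fixed EC70 calcium of 1.6 mM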
Pemphigus Ab inh – human desmoglein-3 autoantibody binding inhibition | AID 588358 | P32926 | 310,000 compounds, 0.48% hits | DSG3-coupled beads, scFv-anti-DSG3-GFP binding, flow cytometry; active compounds read low | binding (percent of control), % at 10 µM;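 active = binding more than 3 SD below its plate's average and above zero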;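 note: hits lower antibody fragment binding to DSG3; some compounds called inactive have numbers as strong as hits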
OPRM1-OPRD1 ag – agonists of human mu-delta opioid receptor heterodimerization | activation, % at 9.3 µM | P35372+P41143 | cells, OPRM1-OPRD1 heterodimerization, luminescence | 340,000 compounds, 0.3% hits | AID 504326; in the data active = activation above about 18%;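 note: 0% = vehicle-treated cells and 100% = reference agonist; values of inactives mirror those of a sister screen read the other way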
LANA DNA inh – inhibitors of KSHV LANA C-terminal domain DNA binding; MBP-C-LANA/FAM-LBS DNA binding, fluorescence polarization; inhibition, % at 9 µM; AID 504423; 340,000 compounds, 0.078% hits;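 active = highest replicate inhibition at or above 60% at 9 µM, even if other replicates fall short; inactive = all replicates below 60% inhibition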;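 note: 0% = neutral control wells and 100% = 4 µM acridine orange control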
OPRM1-OPRD1 inv – inverse agonists of human mu-delta opioid receptor heterodimerization; 340,000 compounds, 0.21% hits; cell-based MOR-DOR heterodimer luminescence, inverse agonism; P35372+P41143; inhibition, % at 9.3 µM; in the data active = inhibition above about 22%, passing the limit was not always enough;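 note: 0% = cells with DMSO and 100% = wells without cells with DMSO; values of inactives mirror those of a sister screen read the other way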
Keap1 Nrf2 FP – inhibitors of human Keap1-Nrf2 protein-protein interaction. AID 504523. inhibition, % at 9.4 µM. 340,000 compounds, 0.15% hits. Keap1 Kelch-Nrf2 peptide fluorescence polarization, 1536-well; in the data active = inhibition above about 12%;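 note: human Keap1 Kelch domain with fluorescein labeled Nrf2 9mer peptide probe; 0% = neutral control wells and 100% = peptide positive control; higher means more block of Keap1 binding to Nrf2 peptide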
Target sequence (Q14145 whole entry, looked up, the tested form may be a part): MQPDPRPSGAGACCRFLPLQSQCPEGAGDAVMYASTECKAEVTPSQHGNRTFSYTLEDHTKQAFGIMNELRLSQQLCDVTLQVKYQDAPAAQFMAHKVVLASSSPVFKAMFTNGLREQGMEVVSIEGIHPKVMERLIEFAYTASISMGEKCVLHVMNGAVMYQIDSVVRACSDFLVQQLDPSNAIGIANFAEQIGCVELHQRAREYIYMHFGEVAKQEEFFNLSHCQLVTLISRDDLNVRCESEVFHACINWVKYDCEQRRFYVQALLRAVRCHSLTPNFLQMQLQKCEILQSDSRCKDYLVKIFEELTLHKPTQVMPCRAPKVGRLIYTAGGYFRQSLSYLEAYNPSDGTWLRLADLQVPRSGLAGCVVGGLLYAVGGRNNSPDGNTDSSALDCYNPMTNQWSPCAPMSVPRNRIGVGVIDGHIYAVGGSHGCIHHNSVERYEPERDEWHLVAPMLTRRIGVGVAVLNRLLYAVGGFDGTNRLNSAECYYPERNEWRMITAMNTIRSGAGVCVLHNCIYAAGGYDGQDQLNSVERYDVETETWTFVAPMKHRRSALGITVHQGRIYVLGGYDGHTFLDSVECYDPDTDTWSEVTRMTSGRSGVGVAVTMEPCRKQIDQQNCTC
Arrestin-AP2 inh – human beta-arrestin and AP2 interaction inhibition; FITC-arrestin peptide / GST-AP2 beads, flow cytometry; AP2 beta2 appendage carries R879A mutation; inhibition, % at 10 µM; 340,000 compounds, 0.31% hits;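 active = inhibition above a set limit, near 3 SD of compounds lacking own fluorescence, cut at about 54% in these data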;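 note: plate controls were DMSO wells for no effect and 5 µM unlabelled arrestin peptide for full effect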
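Material – GST-tagged AP2 beta2-adaptin appendage (R879A) on 4 µm glutathione beads · Probe or stimulus – fluorescein-tagged arrestin peptide at 50 nM final · Timing – 12 min plus 1 h, RT · Detection – bead flow cytometry, FITC channel · Read-out basis – inhibition as reduced fluorescein signal on beads, percent · Medium – PBS plus Tween 20 (0.05%) and BSA (0.1%)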
Wnt act – activates Wnt/beta-catenin signaling in a reporter cell assay | activator, plate reader | activation, % at 9.35 µM | 300,000 compounds, 1.2% hits; in the data active = activation above about 30%, passing the limit was not always enough;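 note: 0% = neutral control wells and 100% = positive control wells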
cardiac RTF act – increases calcium sensitivity of human cardiac regulated thin filaments; AID 493008; IANBD-labeled TnC RTF fluorescence at EC20 calcium; 0% EC20 calcium, 100% full calcium; 340,000 compounds, 0.24% hits; P19429+P45379; activation, % at 7.2 µM;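 active = activation above the mean over all tested compounds plus 3 SD, cut at about 30% in these data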;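 note: rise in fluorescence read as greater calcium sensitivity of cardiac thin filaments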
V-ATPase pH – yeast V-ATPase proton transport regulation by pHLuorin. S. cerevisiae, pHLuorin cytosolic pH fluorescence. response, % at 10 µM. 350,000 compounds, 0.37% hits. AID 504577; in the data active = response mostly above about 7.3%, no sharp cut-off; inactive = mostly below about 5.4%; note: actives read high; inactives centre near 0; some compounds called inactive have numbers as strong as hits; reference of the scale not given here
* marks the source's active call; other numbers are inactive results; / = not tested or not shown.

Screens in order: RTF Ca sens inh	Pemphigus Ab inh	OPRM1-OPRD1 ag	LANA DNA inh	OPRM1-OPRD1 inv	Keap1 Nrf2 FP	Arrestin-AP2 inh	Wnt act	cardiac RTF act	V-ATPase pH
O=C(NC(=S)NC1CCSC1=O)c1ccccc1 (centres undefined)
  -10	96	0.2	1.4	-1	1	2	3	-4	-2
CCN(CC)c1nc2ccccc2n2cnnc12
  -8	97	0.3	-0.6	-2	-5	1	-5	-1	0
COC(=O)c1cc(OC)c(OC)cc1NC(=O)CSCc1c(C)noc1C
  -9	/	-3.5	0.2	13	-4	-5	1	5	-1
COc1ccccc1C(=O)NCC(=O)NC(C)CCc1ccccc1 (centres undefined)
  -2	100	-0.2	3.2	1	0	-13	0	0	3
COc1cc(CCCN2C(=O)C(=O)NC[C@@H]2Cc2ccc(O)cc2)cc(OC)c1OC
  -5	98	-1.1	-0.9	6	0	/	0	0	3
Cc1ccc2c(Cl)c(C(=O)NCCCn3ccnc3)sc2c1
  -16	/	-3.2	0.2	17	4	-5	-3	-3	1
CN(C)S(=O)(=O)c1cccc(NC(=O)COC(=O)CNC(=O)c2cccc([N+](=O)[O-])c2)c1
  -25	93	1.3	-1.6	-7	-5	-7	-6	0	4
Cc1ccc(NCC(=O)Nc2ccc(Br)cc2)cc1C
  -21	112	0.2	5.1	-1	-3	-4	2	3	-6
O=C(N/N=C/c1ccco1)c1ccc(OCc2ccccc2)cc1
  3	/	-0.2	-4.3	1	-5	-5	-2	-5	-5
C=C(C)COc1ccc(-c2n[nH]c(C)c2-c2ccc(OC)c(OC)c2)c(O)c1
  -2	97	7.5	-0.7	-41	-4	-8	-3	-4	4

(cont.)
Screens in order: RTF Ca sens inh	Pemphigus Ab inh	OPRM1-OPRD1 ag	LANA DNA inh	OPRM1-OPRD1 inv	Keap1 Nrf2 FP	Arrestin-AP2 inh	Wnt act	cardiac RTF act	V-ATPase pH
CCOc1ccc(N=Cc2c(C)[nH]n(-c3nc4ccccc4[nH]3)c2=O)cc1
  -5	99	-2.3	-0.3	12	-2	/	0	-1	-1
CN1CCN(S(=O)(=O)c2ccc(Oc3cccc(C(F)(F)F)c3)nc2)CC1
  4	120	-1.0	-2.1	6	1	-6	-4	6	4
CC1(C)CC(=O)C(C(c2cccnc2)C2C(=O)CC(C)(C)CC2=O)C(=O)C1
  -6	99	-0.6	1.5	3	3	0	/	0	4
S=C(NCc1ccc(Cl)cc1)NN1CCOCC1
  1	96	-2.3	-0.7	12	-2	17	-1	-2	0
O=C(CSc1nc2ncc(Br)cc2[nH]1)Nc1ccccc1-c1ccccc1
  7	/	2.6	0.2	-14	-1	23	3	-10	0
COc1cc(C)cc(OC)c1OCC(=O)Nc1cc(C)on1
  0	103	-3.7	-1.1	15	-2	-11	-2	0	3
CCOC(=O)c1c(CN(C)C)n(C)c2ccc(OC(C)=O)cc12
  -17	103	-1.1	-1.1	6	2	12	/	3	8
O=C(NC1CCN(Cc2ccc(Cl)cc2)CC1)c1cn(-c2ccccc2)nc1-c1cccnc1
  2	90	1.2	1.1	-5	-2	26	-4	0	-3
Cc1cc(C)c(NC(=O)Cn2c(=O)n(-c3ccc(CC(=O)NCC4CCCO4)cc3)c(=O)c3ccccc32)c(C)c1 (centres undefined)
  -1	102	-1.6	0.0	8	-5	30	2	1	0
O=C(Nc1nc2ccc(C(=O)N3CCCCC3)cc2s1)C1CCCCC1
  -7	95	-1.2	1.0	6	-5	20	-1	0	-2

Remaining list, next part
Screens in order: RTF Ca sens inh	Pemphigus Ab inh	OPRM1-OPRD1 ag	LANA DNA inh	OPRM1-OPRD1 inv	Keap1 Nrf2 FP	Arrestin-AP2 inh	Wnt act	cardiac RTF act	V-ATPase pH
CCn1c(SCC(=O)NCCc2ccc(OC)c(OC)c2)nc2c1c(=O)n(C)c(=O)n2C
  2	96	-0.1	2.5	1	-4	-6	/	-2	-2
COc1ccc(-c2noc(CN(C(=O)C(C)(C)C)C(C)C)n2)cc1
  -4	100	-1.6	-3.5	8	3	-2	/	1	-2
COc1ccc(NC2(c3ccccc3)OC(=O)c3ccccc32)cc1 (centres undefined)
  -10	102	0.8	-0.9	-4	4	23	-1	0	3
CN(CC(=O)Nc1ccc(Cl)c(Cl)c1)Cc1nnc(-c2ccc(F)cc2)o1
  9	114	7.0	0.2	-36	-6	-14	2	4	0
Cc1ccc(NC(=O)NC2CCCc3ccccc32)cc1 (centres undefined)
  -2	113	3.7	2.1	-12	1	33	0	0	1
Cc1ccc(C)c(CN2CCC(CNC(=O)Nc3ccc(C)c(C)c3)CC2)c1
  2	/	0.2	0.6	-1	-4	-6	1	2	3
Cc1nn(C)c(C)c1CN(C(=O)CCc1nnc(Cc2c[nH]c3ccccc23)o1)C(C)C
  -7	99	1.0	-0.5	-5	-3	14	-1	5	1
COc1ccc(-c2noc(CSc3nnc(Cc4ccccc4)n3-c3ccc(Cl)cc3)n2)cc1
  0	/	1.8	-0.9	-10	2	-5	/	-1	-2
C[C@H](CO)N1C[C@H](C)[C@@H](CN(C)Cc2ccc(-c3ccccc3)cc2)Oc2c(NS(=O)(=O)c3ccccc3)cccc2C1=O
  -1	100	2.9	1.4	-17	-5	13	-5	-4	0
COc1ccc(C(C#N)N2CCCCCC2)cc1OC (centres undefined)
  -8	100	-2.1	1.7	13	4	5	/	4	-3

(next part)
Screens in order: RTF Ca sens inh	Pemphigus Ab inh	OPRM1-OPRD1 ag	LANA DNA inh	OPRM1-OPRD1 inv	Keap1 Nrf2 FP	Arrestin-AP2 inh	Wnt act	cardiac RTF act	V-ATPase pH
COCCCNC(=S)Nc1ccc(C)cc1
  -9	104	-3.2	-1.3	17	0	-11	0	-1	4
O=C(NCc1ccccn1)c1cccc([N+](=O)[O-])c1
  -2	98	-3.4	-0.8	18	-4	-9	-1	-2	2
CCC(C)(C)C1CCC2(CC1)NC(=O)N(CC(=O)N1CCN(C(=O)c3ccco3)CC1)C2=O (centres undefined)
  -2	/	-3.9	-0.4	15	0	-5	2	-2	9
NC(=O)CSc1nc2ccccc2n1-c1ccccc1
  0	101	-2.9	-1.9	16	4	25	-2	-1	-3
O=C(CC1SC2=NCCN2C1=O)Nc1ccc(Br)cc1 (centres undefined)
  -3	125	-1.2	-0.7	7	4	-2	/	-1	4
O=C(NCCc1csc(-c2cccnc2)n1)c1c(F)cccc1F
  0	100	-3.8	1.2	20	4	1	0	-3	0
COc1cc(C(=O)Nc2ccccc2N2CCOCC2)ccc1OCc1c(C)noc1C
  4	81	-2.0	-1.7	10	0	0	-1	-11	-2
Cc1ccccc1C(=O)Oc1ccc2ccc(O)cc2c1
  -14	92	12	0.5	-55	2	-8	-2	-1	-2
O=C(NC1CCCCC1)C(c1cccs1)N(CC1CCCO1)C(=O)c1csnn1 (centres undefined)
  -5	112	-2.8	-0.3	14	4	11	-4	-2	-2
COC(=O)c1ccc(C(=O)OC)c(NC(=S)N2CCN(C)CC2)c1
  -2	105	-1.6	-1.1	8	3	0	0	-6	0

Additional compounds follow:
Screens in order: RTF Ca sens inh	Pemphigus Ab inh	OPRM1-OPRD1 ag	LANA DNA inh	OPRM1-OPRD1 inv	Keap1 Nrf2 FP	Arrestin-AP2 inh	Wnt act	cardiac RTF act	V-ATPase pH
O=C(NCc1ccccn1)c1ccc(Cl)c(S(=O)(=O)N2CCCCCC2)c1
  -1	96	-0.8	0.4	4	2	25	1	-4	-2
CCN(CC(=O)NCc1ccc(Cl)cc1)S(=O)(=O)c1ccc(F)cc1
  2	101	-2.7	-0.7	12	-4	23	0	-2	-2
OC(CN1CCC(Cc2ccccc2)CC1)C(F)(F)F (centres undefined)
  -11	93	1.5	1.3	-7	-3	25	3	0	1
O=S(=O)(c1ccc(-c2csc(-c3cccnc3)n2)cc1)N1CCOCC1
  -7	101	-1.3	-0.8	8	0	7	-2	2	9
N#CCN1CCC/C1=C\[N+](=O)[O-]
  3	94	-2.4	1.1	13	-2	-6	-2	7	4
Cn1c(=O)c2c(nc(N/N=C/c3ccco3)n2C)n(C)c1=O
  -3	/	1.4	-0.2	-7	2	16	1	-3	7
Cc1ccc(C)c(NC(=S)N/N=C2/CCCCc3ccccc32)c1
  4	99	-5.9	0.4	30	-3	-3	-4	3	1

Exported tab-delimited: part of the list above.
Molecule	RTF Ca sens inh	Pemphigus Ab inh	OPRM1-OPRD1 ag	LANA DNA inh	OPRM1-OPRD1 inv	Keap1 Nrf2 FP	Arrestin-AP2 inh	Wnt act	cardiac RTF act	V-ATPase pH
NC(=O)CSc1nc2ccccc2n1-c1ccccc1	0	101	-2.9	-1.9	16	4	25	-2	-1	-3
O=C(CC1SC2=NCCN2C1=O)Nc1ccc(Br)cc1 (centres undefined)	-3	125	-1.2	-0.7	7	4	-2	/	-1	4
O=C(NCCc1csc(-c2cccnc2)n1)c1c(F)cccc1F	0	100	-3.8	1.2	20	4	1	0	-3	0
COc1cc(C(=O)Nc2ccccc2N2CCOCC2)ccc1OCc1c(C)noc1C	4	81	-2.0	-1.7	10	0	0	-1	-11	-2
Cc1ccccc1C(=O)Oc1ccc2ccc(O)cc2c1	-14	92	12	0.5	-55	2	-8	-2	-1	-2
O=C(NC1CCCCC1)C(c1cccs1)N(CC1CCCO1)C(=O)c1csnn1 (centres undefined)	-5	112	-2.8	-0.3	14	4	11	-4	-2	-2
COC(=O)c1ccc(C(=O)OC)c(NC(=S)N2CCN(C)CC2)c1	-2	105	-1.6	-1.1	8	3	0	0	-6	0
O=C(NCc1ccccn1)c1ccc(Cl)c(S(=O)(=O)N2CCCCCC2)c1	-1	96	-0.8	0.4	4	2	25	1	-4	-2
CCN(CC(=O)NCc1ccc(Cl)cc1)S(=O)(=O)c1ccc(F)cc1	2	101	-2.7	-0.7	12	-4	23	0	-2	-2
OC(CN1CCC(Cc2ccccc2)CC1)C(F)(F)F (centres undefined)	-11	93	1.5	1.3	-7	-3	25	3	0	1
O=S(=O)(c1ccc(-c2csc(-c3cccnc3)n2)cc1)N1CCOCC1	-7	101	-1.3	-0.8	8	0	7	-2	2	9
N#CCN1CCC/C1=C\[N+](=O)[O-]	3	94	-2.4	1.1	13	-2	-6	-2	7	4
Cn1c(=O)c2c(nc(N/N=C/c3ccco3)n2C)n(C)c1=O	-3	/	1.4	-0.2	-7	2	16	1	-3	7
Cc1ccc(C)c(NC(=S)N/N=C2/CCCCc3ccccc32)c1	4	99	-5.9	0.4	30	-3	-3	-4	3	1

Assay outcomes deposited in PubChem BioAssay by several laboratories.
